# Compound activity: PubChem, Sanford-Burnham Center for Chemical Genomics
# MPTP inh – mitochondrial permeability transition pore inhibitors, primary screen, biochemical, isolated mouse mitochondria, absorbance. Ca2+ swelling absorbance, 30 min. inhibition, % at 10 µM. 1.4% of 360,000 active. AID 602449, 2012;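 active means inhibition of 50% or more, scaled per plate between neutral and stimulator controls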;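 further: 0% = DMSO wells given calcium and 100% = 1 mM EGTA wells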
# APOBEC3G inh – APOBEC3G DNA deaminase inhibitors, primary screen, biochemical, fluorescence, single-stranded DNA substrate, uHTS; DNA dC->dU-editing enzyme APOBEC-3G (Homo sapiens), Q9HC16; recombinant A3G, ssDNA deamination FAM/TAMRA fluorescence; inhibition, % at 20 µM; 0.28% of 330,000 active;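 active means inhibition of at least 40% at 20 µM, with no more than 30% in the related APOBEC3A deaminase screen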;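 further: plate controls were DMSO wells with A3G for no effect and wells lacking A3G enzyme for full effect; some compounds called inactive have numbers as strong as hits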
# Gli-Sufu antag – Gli-Sufu pathway antagonists, primary screen, luciferase luminescence, Sufu-KO-LIGHT cells, uHTS. Sufu-KO-LIGHT fibroblasts, Gli luciferase reporter luminescence. inhibition, % at 5 µM. 0.74% of 340,000 active. AID 588413, 2011;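 active means inhibition above about 55%, limit read from the data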;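 further: 0% = DMSO-treated cells and 100% = wells with medium but no cells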
# CXCR6 inh – CXCR6 receptor inhibitors, primary screen, cell-based, beta-arrestin, luminescence, CHO-K1 PathHunter, 1536-well | C-X-C chemokine receptor type 6 (Homo sapiens), O00574 | inhibition, % at 20 µM | 0.36% of 360,000 active; in the data active means inhibition above about 34%, passing the limit was not always enough;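 further: antagonist mode with CXCL16 agonist at 10 nM final; 0% = 10 nM CXCL16 with DMSO and 100% = unstimulated wells without agonist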
# Target sequence (O00574 whole entry, looked up): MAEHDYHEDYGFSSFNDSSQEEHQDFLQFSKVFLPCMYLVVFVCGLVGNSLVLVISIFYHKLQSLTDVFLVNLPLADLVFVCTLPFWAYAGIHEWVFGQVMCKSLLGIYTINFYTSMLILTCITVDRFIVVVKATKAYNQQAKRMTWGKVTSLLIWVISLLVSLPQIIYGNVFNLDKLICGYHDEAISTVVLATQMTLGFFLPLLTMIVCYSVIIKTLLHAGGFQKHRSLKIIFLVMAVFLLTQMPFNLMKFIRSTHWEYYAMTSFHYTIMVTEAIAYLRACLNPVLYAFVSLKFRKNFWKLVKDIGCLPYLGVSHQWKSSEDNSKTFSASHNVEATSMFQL
# EBI2 block – EBI2 receptor antagonists, beta-arrestin recruitment, primary screen, cell-based, luminescence, 7a,25-OHC stimulation, uHTS. 7a,25-OHC stimulated. G-protein coupled receptor 183 (Homo sapiens), P32249. 0.81% of 360,000 active. inhibition, % at 5 µM; in the data active means inhibition above about 38%;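 further: enzyme fragment complementation signal reports receptor beta-arrestin coupling in cells; 0% = agonist plus DMSO wells and 100% = wells without agonist; some results beyond the cut were filed as inactive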
# Target sequence (P32249 whole entry, looked up, the tested form may be a part): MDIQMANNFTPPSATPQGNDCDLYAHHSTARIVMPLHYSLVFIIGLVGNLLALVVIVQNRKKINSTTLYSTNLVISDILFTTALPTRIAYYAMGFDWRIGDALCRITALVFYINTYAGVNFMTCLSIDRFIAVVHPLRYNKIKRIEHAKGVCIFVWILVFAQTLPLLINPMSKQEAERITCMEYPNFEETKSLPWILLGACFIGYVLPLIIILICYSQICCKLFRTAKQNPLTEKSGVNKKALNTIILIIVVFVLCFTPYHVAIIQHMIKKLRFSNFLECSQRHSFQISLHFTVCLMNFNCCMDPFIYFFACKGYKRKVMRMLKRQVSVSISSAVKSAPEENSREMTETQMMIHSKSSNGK
# CCR6 antag – CCR6 receptor antagonists, primary screen, cell-based, CHO-K1, luminescence, beta-arrestin, uHTS. C-C chemokine receptor type 6 (Homo sapiens), P51684. CHO-K1 CCR6 PathHunter beta-arrestin, CCL20-stimulated. inhibition, % at 20 µM. 0.49% of 340,000 active. AID 493098, 2011;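 active means compounds whose inhibition of the agonist-driven luminescence signal at 20 µM reaches about 50%, limit read from the data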;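 further: cells stimulated with CCL20 at 14 nM final; plate controls were DMSO with CCL20 for no effect and DMSO without agonist for full effect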
# A3A deaminase – APOBEC3A ssDNA deaminase inhibitors, primary screen, selectivity assay for APOBEC3G inhibitor project, biochemical, FAM/TAMRA oligo cleavage fluorescence; DNA dC->dU-editing enzyme APOBEC-3A (Homo sapiens), P31941; recombinant A3A, FAM/TAMRA ssDNA deamination fluorescence; inhibition, % at 20 µM; 0.41% of 330,000 active;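 active means at least 40% inhibition at 20 µM here, with at most 30% in a related deaminase screen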;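 further: plate controls were A3A with DMSO for no effect and wells lacking A3A enzyme for full effect; some results filed as inactive read as strong as hits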
# Target sequence (P31941 whole entry, looked up): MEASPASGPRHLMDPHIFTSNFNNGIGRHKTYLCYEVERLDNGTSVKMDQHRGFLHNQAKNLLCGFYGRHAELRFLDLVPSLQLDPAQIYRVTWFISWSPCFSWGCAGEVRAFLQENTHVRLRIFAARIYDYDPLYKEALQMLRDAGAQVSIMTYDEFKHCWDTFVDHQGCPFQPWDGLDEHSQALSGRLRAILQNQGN
# NR3A LBD binder – binders of NR3A ligand-binding domain, primary screen, biophysical, differential scanning fluorimetry, uHTS; Glutamate receptor ionotropic, NMDA 3A (GRIN3A) ligand-binding domain; NR3A LBD differential scanning fluorimetry, Tm shift; 0% = protein alone, 100% = glycine-bound protein; Tm shift relative to glycine control, % at 25 µM; 2.5% of 340,000 active; AID 1259313, 2017;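 active means melting temperature shift of at least 10% of the positive control shift, at one fixed dose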
# Numbers without * were called inactive; x = not tested or not shown.
Compound	MPTP inh	CCR6 antag	NR3A LBD binder	CXCR6 inh	EBI2 block	Gli-Sufu antag	A3A deaminase	APOBEC3G inh
Cc1ccccc1Cn1cc(NC(=O)c2nc3ncccn3n2)cn1	-2.3	-2	2	-5	5	-22	3	2
O=C(c1ccco1)N1CCCN(Cc2nc(-c3cccs3)no2)CC1	1.0	-8	0	2	-4	5	1	-3
COCCN(C(=O)c1csnn1)C(C(=O)NC1CCCCC1)c1ccc(Cl)cc1 (stereo not given)	0.4	14	0	4	1	-15	1	1
Cc1ccc(S(=O)(=O)N2CCCC2C(=O)NCCc2nc3ccccc3[nH]2)cc1 (stereo not given)	-0.4	-18	-2	7	2	6	-4	-5
CCN(CC)C(=O)COc1ccc2c(-c3ccc(OC)cc3)cc(=O)oc2c1	-0.2	15	-3	6	8	3	0	-2
CC(C)(CCl)C(=O)Nc1ccc(Sc2ccc(F)cc2)cc1	73*	-2	0	-8	4	-5	-4	-7
CCCCCC[n+]1c(-c2ccc(Cl)cc2Cl)csc1Nc1ccccc1	1.4	35	3	-2	13	3	1	2
CC(C)C(c1nnnn1C1CCCC1)N1CCc2ccccc21 (stereo not given)	9.3	9	-1	-10	27	0	-2	-3
Cc1cccc(OCC(O)Cn2c(-n3nc(C)cc3C)nc3c2c(=O)[nH]c(=O)n3C)c1 (stereo not given)	5.1	-26	-1	-12	-6	-6	-1	-1
COc1ccc(CCn2c(N3CCN(C)CC3)nc3c2c(=O)[nH]c(=O)n3C)cc1	0.3	19	-2	6	0	2	-9	-4
O=C(Nc1ccccn1)c1sc2cc([N+](=O)[O-])ccc2c1Cl	-0.2	15	-1	11	30	-59	-2	24
CC(NC(=O)Nc1ccc(Br)cc1)C(C)(C)C (stereo not given)	78*	12	-8	0	6	-12	-1	-3
Cc1ccc(S(=O)(=O)Oc2cccc([N+](=O)[O-])c2)cc1	0.0	-1	-1	-16	-7	-5	x	x
O=C(Nc1cccc(C(=O)Nc2ccccc2C(=O)O)c1)c1cccc(Cl)c1	11	6	14*	8	3	2	-2	-5
Nc1c(Cl)cc(-c2csc(NCCc3nc4cc(Cl)c(Cl)cc4n3CCCO)n2)cc1Cl	-0.3	4	-1	8	5	3	-7	-13
O=C1COc2ccc(C(=O)NCc3ccco3)cc2N1	5.7	-4	-1	1	-9	-5	0	-4
Cc1ccc(NC(=S)N(Cc2cccs2)Cc2cc3cccc(C)c3[nH]c2=O)cc1	1.3	-4	15*	0	12	48	-2	-3
O=C(NC(CC(=O)N1CCN(c2ccccc2)CC1)c1ccccc1)c1ccccc1Cl (stereo not given)	1.4	19	-3	11	11	4	-3	-4
COC(=O)c1ccccc1NC(=O)c1cnn2c(C(F)F)cc(C3CC3)nc12	0.8	36	-3	14	33	7	-2	-8
NS(=O)(=O)c1ccc(CCNC(=O)CN2CCN(c3ccccc3F)CC2)cc1	1.4	-2	-3	-4	-3	0	2	-2
C/C(=N\NC(=O)CNc1cccc(C(F)(F)F)c1)c1cccc(Br)c1	2.6	5	8	-3	-1	25	-2	-6
COc1ccc(NC(=O)c2cccc(Cl)c2)c[n+]1[O-]	1.1	-4	-1	-12	-14	6	x	x
O=C(O)C1C2C=CC(C2)C1C(=O)NCc1ccoc1 (stereo not given)	0.0	0	-9	0	-7	-6	10	4
COC(=O)c1scc(C)c1NS(=O)(=O)c1ccc(NC(C)=O)cc1	2.0	2	4	8	-14	9	-1	-8
Cc1ccccc1OCC(=O)Nc1ccc([N+](=O)[O-])cc1	1.4	7	-8	9	11	-9	-5	-7
O=C(NC(=S)Nc1ccc2c(c1)OCCO2)c1ccc(F)cc1Cl	4.2	29	1	9	5	-48	-3	-6
COc1ccc2nc3sc(C(=O)NCCCN4CCc5ccccc5C4)cc3cc2c1	45	10	23*	10	2	-20	8	1
CC1(C)CC(=O)C2=C(C1)OC(N)=C(C#N)C2c1cc2c(cc1[N+](=O)[O-])OCO2 (stereo not given)	1.1	10	-5	-14	-13	-3	x	x
COc1ccc(C2CC(=O)C(C=NCCO)=C(O)C2)cc1 (stereo not given)	0.2	4	0	7	1	-11	5	-4
C=CCOc1ccc2c(OC)c3ccoc3nc2c1OC	1.0	6	-1	1	-2	-39	-3	2
Cc1ccc(-c2nn(-c3ccccc3)cc2C2CC(c3cccs3)=NN2C(=O)CCCC(=O)O)cc1 (stereo not given)	5.2	4	-6	2	4	6	-3	-8
CCCCn1c(N)c(N(CC(C)C)C(=O)c2ccc(C)c(S(=O)(=O)N3CCCCC3)c2)c(=O)[nH]c1=O	-0.1	7	-2	-1	-3	-5	-1	-7
O=C(/C=C/c1ccccc1[N+](=O)[O-])NNC(=O)c1ccncc1	-0.6	14	1	13	1	-19	-5	-7
O=C(Oc1ccc(C(=S)N2CCOCC2)cc1Cl)c1ccccc1F	0.0	9	0	0	-2	0	-8	-7
COc1ccc(-n2nc(C(=O)NCC(=O)N3CCCCCC3)c3ccccc3c2=O)c(OC)c1	-1.3	3	0	-4	3	-22	-1	-12
O=C(CSc1nnnn1-c1ccc(C(=O)O)cc1)NC1CC1	-0.3	6	2	4	7	x	-3	-9
Nc1ccc(-c2cc(-c3ccc(N)cc3)nc(-c3ccccc3)n2)cc1	0.8	1	25*	11	-18	-7	1	3
O=C(NC1CCCCC1)N1CCCC(c2nc(-c3cccs3)no2)C1 (stereo not given)	6.1	0	1	-4	1	5	2	1
CCCCCCOc1ccc(C(=O)NCCCn2ccnc2)cc1	1.0	-3	-2	12	-7	-4	-1	-7
CCOc1ccc(CCNC(=O)CCS(=O)(=O)c2ccc(OC)cc2)cc1OCC	2.9	-5	0	-8	-4	-13	11	6
Cn1nc(NC(=O)C(F)(F)F)c2ncc(-c3ccc(Cl)cc3)nc21	-0.7	11	3	13	-5	-33	-2	-5
CCc1ccc(C2C(C#N)=C(N)C(C#N)(C#N)C3=CCC(C(C)(C)C)CC32)cc1 (stereo not given)	16	68*	-2	42*	29	18	1	-4
Cc1ccc(NC(=O)CN(C)C(=O)CSc2nc3ccccc3o2)cc1	-4.4	21	1	1	-3	4	-1	-7
NC(=O)c1ccc(C(F)(F)F)n(Cc2cccc(Cl)c2)c1=O	-0.7	-22	-16	8	6	4	2	0
O=C(CCCC(=O)NCCc1ccccc1)NCCc1ccccc1	0.7	-6	-3	0	-8	-4	1	-4
CN(C)CCCNc1cc(O)c2ncccc2c1	-0.2	-15	1	-5	-15	18	-8	-8
CCN1CCN(CCCNC(=O)c2ccccc2NC(=O)C2=C(C)OCCS2)CC1	-3.0	7	1	-1	-2	6	-3	-2
CN(C)/C=C1/N=C(c2ccccc2)OC1=O	0.0	12	-1	0	-3	-20	-1	-5
COc1cc2c(cc1OC)CN(C1CCCN(Cc3cccc(C(C)=O)c3)C1)CC2 (stereo not given)	-0.5	8	-2	-2	11	-10	-2	-10
CC(=O)CC(=O)Nc1nc(C)cc(C)n1	-1.1	6	1	-10	-2	-3	1	0
Cc1ccccc1C(=O)Nc1ccnn1C1CCN(C(=O)c2ccoc2)CC1	0.4	1	-4	4	-5	4	-4	-8
N#Cc1ccccc1CN1C(=O)NC(Cc2c[nH]c3ccccc23)C1=O (stereo not given)	-0.1	3	-1	8	7	0	0	-4
COc1ccc(NC(=O)c2cc(S(=O)(=O)N3CCCC3)oc2C)cc1	0.7	3	0	-8	3	-5	-2	-3
O=C(c1cccs1)N1CCN(c2nc3ccccc3s2)CC1	-1.0	7	-1	-7	-3	-8	-3	-8
CC(C)C[C@H](NC(=O)c1ccc(OC2CCN(C(=O)C3CC3)CC2)cc1)C(N)=O	-0.7	1	1	-4	-4	11	0	-14
COC(=O)CC1(c2cccc3ccccc23)C(=O)c2ccccc2C1=O	-0.2	44	1	11	-16	19	1	-4
Cc1csc(NC(=O)CN(C)S(=O)(=O)c2cccc3cccnc23)n1	-0.1	13	3	2	-3	-3	0	-6
COc1cccc(CC(=O)Nc2ccc3c(c2)OC2(CCCC2)O3)c1	-1.5	-4	-6	-8	2	-52	6	-6
O=C(Cc1cccc(NC(=O)C2CCCN(C(=O)C3CC3)C2)c1)Nc1cccc(C(=O)N2CCOCC2)c1 (stereo not given)	0.6	3	0	1	-7	2	x	x
CN1CCN(C(=O)C(Cc2ccccc2)NS(=O)(=O)c2ccc3c(c2)CCC(=O)N3)CC1 (stereo not given)	-1.7	0	0	-4	-6	-7	-4	-6

# More results follow:
Compound	MPTP inh	CCR6 antag	NR3A LBD binder	CXCR6 inh	EBI2 block	Gli-Sufu antag	A3A deaminase	APOBEC3G inh
CSc1ccc(OC2CCN(Cc3ccccc3)CC2)cc1	43	7	-1	6	4	2	0	-1
COc1ccc(OC)c(N(CC(=O)Nc2ccccc2F)S(=O)(=O)c2ccccc2)c1	1.5	16	3	4	-16	2	1	-1
CC(=O)C1=C(O)C(=O)N(Cc2ccccc2)C1c1ccco1 (stereo not given)	-2.3	-6	-1	-7	3	1	15	9
Cc1cc(C(=O)CN2C(=O)C(=O)N(Cc3ccccc3)C2=O)c(C)n1Cc1ccccc1	-4.0	2	-3	-4	-12	-4	-2	-5
Cc1cc(OC(C)C(=O)NCc2cccnc2)c2c(C)cc(=O)oc2c1 (stereo not given)	-0.5	12	2	-2	-6	-7	2	0
Cc1[nH]c2ccccc2c1-c1csc(N)n1	-0.6	4	-4	-16	-5	-4	-7	-6
CCOc1ccc(C(=O)Nc2nnc(C)s2)cc1OCC	-0.8	0	-3	1	-2	1	2	3
COc1ccc(OCc2nc(N)nc(Nc3cccc(C)c3C)n2)cc1	-0.7	2	2	-10	-10	-4	-2	-5
C=CCn1c(C)cc(C(=O)CSc2nnc(NC(C)C)s2)c1C	-6.9	18	2	-2	6	7	-2	-4
CCn1cc(CN2CCC(n3nccc3NC(=O)C3CCCC3)CC2)c(C)n1	-1.9	2	2	-9	-6	5	-1	-7
O=C(c1ccc(Cl)cc1)c1oc2ccccc2c1CS(=O)(=O)c1ccccc1	0.1	22	1	13	38	1	-3	-4
Cc1cc(C(=O)N/N=C/c2cc([N+](=O)[O-])ccc2O)c2ccccc2n1	5.0	3	-20	-2	49*	3	-6	-4
OC1CC2CCC(C1)N2CCCN1c2ccccc2Sc2ccc(Cl)cc21 (stereo not given)	76*	9	-1	-11	-6	14	x	x
O=C(COC(=O)/C=C/c1cccc(F)c1)NC(=O)NC1CCCC1	-0.2	16	0	1	-3	-8	2	3

# Single values from the results shown:
# Reading of OC1CC2CCC(C1)N2CCCN1c2ccccc2Sc2ccc(Cl)cc21 (stereo not given) in MPTP inh: 76*
# Reading of COc1ccc(OCc2nc(N)nc(Nc3cccc(C)c3C)n2)cc1 in Gli-Sufu antag: -4
# Reading of CC(=O)C1=C(O)C(=O)N(Cc2ccccc2)C1c1ccco1 (stereo not given) in A3A deaminase: 15
